# HUVEC inhibit – blocks proliferation of human endothelial cells | viability, % at 10 µM (by protocol) | HUVEC proliferation, CellTiter-Glo luminescence, 72 h; active compounds read low | 86,000 tested, 1.1% active;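 active = viability at or below 30%; inactive = viability above 30%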;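 note: 100% = median luminescence of DMSO-only cell control wells on each plate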
# S1P2 ag – activates the human S1P2 receptor; 97,000 tested, 0.46% active; AID 729; O95136; S1P2-expressing cell line, agonist reporter read-out; activation, % at 4.5 µM; in the data active = activation above about 16%;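 note: 0% = vehicle low control and 100% = maximal reference agonist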
# PostGolgi ctrl – growth of the yeast control strain, post-Golgi counter-screen | efflux-deficient yeast background strain, growth absorbance A615, 16 h | inhibition, % at 10 µM | 98,000 tested, 5% active | AID 738; in the data active = inhibition above about 30%
# PTPN22 act – activators of human LYP (PTPN22) phosphatase; Q9Y2R2; 96,000 tested, 0.11% active; activation, % at 2 µM; recombinant LYP, DiFMUP fluorescence; 0 = plate median, 100 = signal doubled;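 active = activation at 2 µM above a set limit, the mean plus 5 SD, cut at about 37% in these data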
# Target sequence (Q9Y2R2 whole entry, looked up): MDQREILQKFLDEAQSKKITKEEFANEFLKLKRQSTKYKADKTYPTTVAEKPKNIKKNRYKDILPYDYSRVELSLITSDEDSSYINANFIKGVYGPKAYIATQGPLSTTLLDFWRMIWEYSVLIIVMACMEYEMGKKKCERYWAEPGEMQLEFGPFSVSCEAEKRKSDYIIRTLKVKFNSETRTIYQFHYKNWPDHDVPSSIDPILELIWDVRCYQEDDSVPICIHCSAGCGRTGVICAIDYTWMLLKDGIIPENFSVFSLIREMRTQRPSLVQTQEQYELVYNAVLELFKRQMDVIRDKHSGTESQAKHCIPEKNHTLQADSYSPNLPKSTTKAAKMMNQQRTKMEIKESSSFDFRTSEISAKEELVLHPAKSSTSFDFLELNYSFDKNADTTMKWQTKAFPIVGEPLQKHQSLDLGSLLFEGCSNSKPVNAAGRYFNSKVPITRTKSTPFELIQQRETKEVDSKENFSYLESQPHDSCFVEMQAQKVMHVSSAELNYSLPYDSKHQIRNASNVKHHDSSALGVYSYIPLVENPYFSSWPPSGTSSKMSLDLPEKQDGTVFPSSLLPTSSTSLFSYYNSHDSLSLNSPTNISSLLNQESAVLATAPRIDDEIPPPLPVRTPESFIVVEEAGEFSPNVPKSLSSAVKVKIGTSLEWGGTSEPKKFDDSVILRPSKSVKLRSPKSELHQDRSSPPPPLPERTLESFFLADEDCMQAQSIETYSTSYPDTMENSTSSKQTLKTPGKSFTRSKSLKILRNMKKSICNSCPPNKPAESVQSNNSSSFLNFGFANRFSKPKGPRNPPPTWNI
# sEH inh – inhibitors of human soluble epoxide hydrolase; recombinant human sEH enzymatic activity assay; inhibition, % at 2 µM; 91,000 tested, 0.34% active; in the data active = inhibition above about 80%; note: values of inactives mirror those of a sister screen read the other way; many of its hits are not listed in these tables
# S1P2 blocker – S1P2 (human) receptor antagonism | inhibition, % at 5 µM | AID 736 | cell-based S1P2 antagonist assay, inhibition at 5 uM | 97,000 tested, 0.21% active; in the data active = inhibition above about 45%;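 note: CRE beta-lactamase reporter cells expressing human S1P2 stimulated with S1P; 0% = agonist at EC80 alone and 100% = agonist plus reference antagonist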
# Lung fibro prol – blocks proliferation of human lung fibroblasts; LL 47 human lung fibroblast viability, ATP luminescence; active compounds read low; viability, % at 10 µM; 85,000 tested, 1.1% active;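 active = viability at or below 50% in the single dose screen; inactive = viability above 50%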;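 note: compound exposure lasted 72 h before the ATP readout; 100% = median luminescence of untreated cell-only wells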
#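 Signal: luminescent ATP detection, CellTiter-Glo; assay system: LL 47 human lung fibroblasts; input: 1,150 cells/well; incubation: overnight cell rest, 72 h compound treatment at 37 °C; measure: % viability versus median cells-only luminescence; medium: IMEM growth medium with 15% fetal bovine serum; dosing: compound addition at 0.1% DMSO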
# sEH activator – increases human soluble epoxide hydrolase activity | P34913 | purified human sEH enzymatic activity, activator screen | activation, % at 2 µM | 91,000 tested, 0.04% active | AID 717; in the data active = activation above about 37%; note: values of inactives mirror those of a sister screen read the other way
# H69AR growth 86K – growth inhibitors of human H69AR lung tumor cells; H69AR lung tumor viability, ATP luminescence, 72 h; active compounds read low; viability, % at 10 µM; 85,000 tested, 6% active;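 active = viability at or below 40%; inactive = viability above 40%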;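 note: multidrug resistant small cell line overexpressing MRP-1 efflux transporter; 100% = mean luminescence of untreated control wells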
# * marks the source's active call; other numbers are inactive results; / = no result given. This is a subset; rates above refer to the full screens.
# The opening six records (preview)
entry	smiles	HUVEC inhibit	S1P2 ag	PostGolgi ctrl	PTPN22 act	sEH inh
1	OC(Cn1ccnc1)c1ccc(Cl)cc1Cl (configuration not stated)	87	-8	24	6	-5
2	O=C(O)C1CCCCC1C(=O)NCc1cn2ccccc2n1 (configuration not stated)	98	3	13	/	/
3	CON(C)c1nc(OCCNC(=O)OCc2ccc(Cl)cc2Cl)nc(N(C)C)n1	/	-7	10	7	7
4	Cc1cc(Nc2ccc(N3CCC(C)CC3)cc2)n2ncnc2n1	99	-3	-1	3	-1
5	Cc1ccc(-n2c(Cc3cccn3C)nnc2SCC(=O)N2CCc3ccccc32)cc1	/	-10	45*	-4	-11
6	COc1ccc(C(C#N)N2N=C(C)CC2(C)C)cc1OC (configuration not stated)	105	-6	5	8	24

entry	S1P2 blocker	Lung fibro prol	sEH activator	H69AR growth 86K
1	4	98	5	93
2	0	106	/	102
3	2	/	-6	/
4	4	88	-1	67
5	14	/	12	/
6	5	106	-25	90

# The whole of this part, from the first entry:
entry	smiles	HUVEC inhibit	S1P2 ag	PostGolgi ctrl	PTPN22 act	sEH inh
1	OC(Cn1ccnc1)c1ccc(Cl)cc1Cl (configuration not stated)	87	-8	24	6	-5
2	O=C(O)C1CCCCC1C(=O)NCc1cn2ccccc2n1 (configuration not stated)	98	3	13	/	/
3	CON(C)c1nc(OCCNC(=O)OCc2ccc(Cl)cc2Cl)nc(N(C)C)n1	/	-7	10	7	7
4	Cc1cc(Nc2ccc(N3CCC(C)CC3)cc2)n2ncnc2n1	99	-3	-1	3	-1
5	Cc1ccc(-n2c(Cc3cccn3C)nnc2SCC(=O)N2CCc3ccccc32)cc1	/	-10	45*	-4	-11
6	COc1ccc(C(C#N)N2N=C(C)CC2(C)C)cc1OC (configuration not stated)	105	-6	5	8	24
7	CC(=O)C1=C(C)NC(SCC(N)=O)=C(C#N)C1c1cccs1 (configuration not stated)	106	-1	1	8	2
8	COc1cc(NC(=O)C2COc3ccccc3O2)c(OC)cc1Cl (configuration not stated)	90	-4	17	4	-11
9	O=S(=O)(Nc1nc2c(s1)CCCC2)c1ccc(Br)cc1	99	-2	/	13	7
10	Cc1csc(NC(=O)CCS(=O)(=O)c2ccc(Br)cc2)n1	94	-5	11	-5	-16
11	Cc1ccc(-c2nnn(CC(=O)N(Cc3cccs3)C(C(=O)NC(C)(C)C)c3ccc(C)o3)n2)o1 (configuration not stated)	93	-2	10	-7	0
12	CCOc1ccc(Cc2c(Cl)nc(N)nc2Cl)cc1	/	3	18	2	-1

entry	S1P2 blocker	Lung fibro prol	sEH activator	H69AR growth 86K
1	4	98	5	93
2	0	106	/	102
3	2	/	-6	/
4	4	88	-1	67
5	14	/	12	/
6	5	106	-25	90
7	8	107	-1	106
8	13	103	11	83
9	-16	98	-4	93
10	-10	95	18	94
11	-6	96	4	76
12	17	/	2	/

# (cont.)
entry	smiles	HUVEC inhibit	S1P2 ag	PostGolgi ctrl	PTPN22 act	sEH inh
13	C(=N\Nc1ccccc1)/c1ccc(N2CCOCC2)cc1	/	-5	-4	4	-4
14	Cc1nnc(NC(=O)C2CCN(c3nnnn3-c3ccccc3)CC2)s1	97	-1	-3	5	-8
15	CCCCN1C(=O)C(O)(CC(=O)c2c(C)n[nH]c2C)c2cc(Br)ccc21 (configuration not stated)	93	-2	5	7	-15
16	CC(=O)c1cnc(Nc2nc(C)c3cc(C)ccc3n2)nc1C	97	-3	/	-2	-8
17	Cc1ccc(-n2c(N)c(C(=O)N3CCCCC3)sc2=S)cc1	103	-1	13	-8	-10
18	CCOC(=O)N1CCC(N2C(=O)c3ccc(C(=O)NCc4ccc(F)cc4)cc3C2=O)CC1	99	/	4	/	/
19	CC(C)(C)NC(=O)CSc1nncn1NCc1cccc2ccccc12	101	-4	2	12	9
20	COc1cc2c(C(=O)NCc3ccccn3)cn(C)c(=O)c2cc1OC	98	9	5	-1	-2
21	Cc1cc(N2CCCCCC2)nc2ccccc12	/	-12	1	1	6
22	CCOC(=O)c1ccc(NC(=O)CSc2nnc(C3CC3)n2CC)cc1	95	-5	/	4	-7
23	COc1ccc(CNC(=O)c2cnccn2)cc1	113	-3	1	-5	-20
24	COc1ccc(C(C(=O)NCc2ccccc2)N(Cc2ccc3c(c2)OCO3)C(=O)c2cnccn2)cc1 (configuration not stated)	96	-3	9	-15	3

entry	S1P2 blocker	Lung fibro prol	sEH activator	H69AR growth 86K
13	19	/	6	/
14	9	88	8	85
15	4	97	13	59
16	11	97	8	99
17	-17	91	10	85
18	/	97	/	102
19	7	103	-7	92
20	-21	112	3	82
21	13	/	-4	/
22	-20	101	6	87
23	-24	97	17	92
24	-2	104	-1	101

# (cont.)
entry	smiles	HUVEC inhibit	S1P2 ag	PostGolgi ctrl	PTPN22 act	sEH inh
25	O=C(Cn1ncc2c1-c1ccccc1OC2)Nc1cccc(Cl)c1	83	-3	26	4	4
26	CCN(Cc1cc2cc(C)ccc2[nH]c1=O)C(=O)c1cccc(OC)c1	101	-7	16	4	/
27	C[C@H](NC(=O)OC(C)(C)C)c1nnc(SCC(=O)c2ccc(Cl)cc2)o1	100	-3	4	-9	-5
28	Cn1c(Cn2c(=O)sc3ccccc32)nnc1SCc1cccnc1	114	-4	-4	-2	-6
29	CCOC(=O)c1nn(-c2ccc(OCC)cc2)c2nc(CC(C)C)c(C#N)c(=O)n12	99	-7	/	1	7
30	COc1ccc(C(=O)COC(=O)CCN2C(=O)C3C4CC(C(Br)C4Br)C3C2=O)cc1 (configuration not stated)	/	-6	28	-6	3
31	Cc1nc2ccc(S(=O)(=O)NCC(=O)N3CCCC(C)C3)cc2s1 (configuration not stated)	106	4	4	3	-15
32	Cc1ccc2c(N)c(C(=O)N(c3ccccc3)c3ccccc3)sc2n1	89	-4	/	-12	4
33	O=C(Nc1nnc(-c2cccs2)o1)c1cccc(F)c1	51	-8	/	5	-4
34	CCN(CC)c1ccc(NC(=O)c2ccc(Br)o2)cc1	97	/	0	/	/
35	Cc1sc(NC(=O)CSc2nnc(-c3ccc(F)cc3)o2)c(C#N)c1C	97	-7	5	-16	-2
36	COc1ccc(OC)c(NC(=O)CCn2cccc2)c1	101	0	8	-6	-11

entry	S1P2 blocker	Lung fibro prol	sEH activator	H69AR growth 86K
25	-23	90	-5	47
26	8	90	/	72
27	19	87	6	76
28	2	97	3	92
29	-5	102	-7	72
30	15	/	-2	/
31	-11	104	14	100
32	9	97	-3	83
33	-8	64	3	103
34	/	102	/	92
35	9	96	3	46
36	23	102	10	91

# New compounds follow
entry	smiles	HUVEC inhibit	S1P2 ag	PostGolgi ctrl	PTPN22 act	sEH inh
37	O=C(Cn1cnnn1)OCC(=O)c1ccc(Cl)s1	/	-5	-1	-12	3
38	O=C(NCc1ccccc1)N(Cc1cc2cc3c(cc2[nH]c1=O)OCCO3)CC1CCCO1 (configuration not stated)	86	-8	3	-2	-2
39	OCC1N=C(c2ccccn2)OC1c1ccccc1 (configuration not stated)	/	-4	12	-7	0
40	CCOc1ccc(NC(=O)Nc2ccc3c(c2)N(C)C(=O)CS3)cc1	80	/	21	/	/
41	CCc1noc(C)c1C(=O)Nc1sc(C(=O)N(C)C)c(C)c1C(=O)OC	104	0	3	0	0
42	O=C(CSc1nnnn1C1CCCCC1)NCc1ccccc1	100	-4	8	-6	-2
43	C/C=C/c1ccc(OCCN2C(=O)NC(C)(C)C2=O)c(OC)c1	98	-7	5	-3	-7
44	CC(C)CNc1nc(Oc2ccc(=O)[nH]n2)nc(N(C)C)n1	91	-1	0	26	-11
45	Brc1cccc(-c2nnc(SCc3ccon3)n2-c2ccccc2)c1	94	1	25	1	-5
46	COc1ccc2[nH]c(=O)c(CN(Cc3cccnc3)C(=O)Nc3ccccc3)cc2c1	87	/	94*	/	/
47	CSc1cccc(NC(=O)CSc2ccc(C)cc2)c1	104	-2	9	-1	15
48	Cc1cc(C)n2c(SCc3ccc(Cl)cc3Cl)nnc2n1	110	-5	36*	2	-7

entry	S1P2 blocker	Lung fibro prol	sEH activator	H69AR growth 86K
37	13	/	-4	/
38	7	95	4	98
39	10	/	-2	/
40	/	97	/	63
41	-19	95	1	65
42	9	101	5	92
43	-9	97	12	102
44	-5	90	9	102
45	11	95	3	69
46	/	90	/	80
47	21	108	-17	91
48	-7	103	6	79

# (next part)
entry	smiles	HUVEC inhibit	S1P2 ag	PostGolgi ctrl	PTPN22 act	sEH inh
49	CN(C)C(=O)Nc1ccc(F)cc1F	95	-1	4	-1	0
50	CC(=O)Nc1ccc2c(c1)nc(CN1CCCC1)n2C	107	-8	7	4	7
51	CC(C)SCc1nc2ccccc2[nH]1	94	0	-3	-18	14
52	O=C(Cn1cnc2ccccc2c1=O)N1CCN(Cc2ccc3c(c2)OCO3)CC1	105	-4	1	-8	-8
53	COc1ccc(-n2cccc2C=O)cc1OC	/	-1	1	9	-9
54	CCOc1ccc(NC2=C(Cl)C(=O)N(Cc3ccccc3)C2=O)cc1	/	-7	4	-2	-9
55	COc1ccc(C(=O)Nn2c(SCC(=O)NC3CCCCC3)nc3ccccc3c2=O)cc1	99	-11	8	-4	-5
56	Cc1cc2nnc(SC3CCOC3=O)n2c2ccccc12 (configuration not stated)	91	/	7	/	/
57	Nc1nc(-c2cccnc2)nn1C(=O)c1ccco1	101	-2	2	-3	0
58	Cc1cc(N2CCC(C)CC2)c(F)cc1[N+](=O)[O-]	/	0	-6	-1	4
59	CCCCn1c(N(CCOC(C)=O)C(C)=O)nc2ccccc21	96	-5	19	5	4
60	COc1nc(NCC(C)C)nc(Oc2ccc(=O)n(-c3ccccc3)n2)n1	105	-1	5	5	-16

entry	S1P2 blocker	Lung fibro prol	sEH activator	H69AR growth 86K
49	-2	100	6	92
50	-1	100	-5	92
51	-3	96	-13	92
52	-22	101	11	104
53	0	/	6	/
54	28	/	7	/
55	-7	111	8	98
56	/	98	/	97
57	-17	99	0	92
58	-29	/	-4	/
59	2	100	-3	90
60	-10	99	12	97

# Continued.
entry	smiles	HUVEC inhibit	S1P2 ag	PostGolgi ctrl	PTPN22 act	sEH inh
61	Cn1c(C(C#N)C2=C(Cl)C(=O)N(c3ccccc3)C2=O)nc2ccccc21 (configuration not stated)	87	-7	0	-2	/
62	Cc1nn(CC(=O)Nc2ccc(C(=O)N3CCCC3)cc2)c(=O)c2ccccc12	101	/	1	/	/
63	Cc1cc(C)n(Cc2ccc(NC(=O)c3nn(C)cc3[N+](=O)[O-])cc2)n1	/	-7	4	-12	0
64	O=C(NC(=S)Nc1ccccc1N1CCCC1)c1ccc(-c2cccc([N+](=O)[O-])c2)o1	100	-8	7	-17	2
65	Cc1ccc(C)c(NC(=S)N2CCC(c3nc4ccccc4s3)CC2)c1	/	-4	3	2	2
66	Brc1ccc(Oc2nnnn2-c2ccccc2)cc1	85	-2	/	/	/
67	CC1(C)OC(=O)C(=CNC(CCC(N)=O)C(=O)O)C(=O)O1 (configuration not stated)	98	2	-7	-1	-8
68	CCOC(=O)Cc1csc(NC(=O)CSc2nnc(-n3nc(C)cc3C)c3ccccc23)n1	103	-3	0	-6	-2
69	Cc1cccn2cc(CNc3ccccc3)nc12	99	-5	1	-2	7

entry	S1P2 blocker	Lung fibro prol	sEH activator	H69AR growth 86K
61	17	98	/	63
62	/	96	/	89
63	8	/	2	/
64	0	95	-3	93
65	5	/	0	/
66	4	95	/	96
67	1	99	7	103
68	22	97	3	86
69	-7	103	-7	97

# 2 records drawn at random from the list so far, as already listed:
entry	smiles	HUVEC inhibit	S1P2 ag	PostGolgi ctrl	PTPN22 act	sEH inh
43	C/C=C/c1ccc(OCCN2C(=O)NC(C)(C)C2=O)c(OC)c1	98	-7	5	-3	-7
26	CCN(Cc1cc2cc(C)ccc2[nH]c1=O)C(=O)c1cccc(OC)c1	101	-7	16	4	/

entry	S1P2 blocker	Lung fibro prol	sEH activator	H69AR growth 86K
43	-9	97	12	102
26	8	90	/	72

# Screening results (PubChem BioAssay)
